Assay outcomes from PubChem BioAssay.
Cardio protect = protects H9c2 cardiomyocytes from peroxide injury. protection from H2O2 cell death, % at 20 µM. AID 588492. 360,000 tested, 0.63% active. H2O2 injury protection, ATPLite, 2 h;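 active means compounds giving at least 50% protection of heart cells from peroxide-induced death in the single-dose screen, raw or plate-pattern-corrected value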;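 further: 0% = DMSO wells with peroxide and 100% = DMSO wells without peroxide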
CaV13 ICDI inh = Disruptors of the CACNA1D IQ motif to Ca2+-dependent inactivation inhibitor domain association, primary screening, Förster resonance energy transfer in intact living …. 340,000 tested, 0.098% active. HEK cells, CFP/YFP FRET ICDI-IQ, plate reader, 10 min; percent FRET-ratio fall versus neutral wells. inhibition, % at 12.3 µM. AID 743397;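 active means mean replicate inhibition of at least 30% and at least 1% of replicates passing that level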;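 further: 0% = median of the neutral control wells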
ABCB6 inh 2 = blocks the human ABCB6 transporter; Q9NP58; K562-ABCB6 porphyrin accumulation, flow cytometry, 1 h; active compounds read low; fluorescence ratio to DMSO, % at 10 µM; 360,000 tested, 0.19% active; AID 602162;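 active means fluorescence ratio to DMSO below 75%, the collection mean minus 3 SD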;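 further: signal is porphyrin accumulated inside mitochondria; 100% equals median channel fluorescence of DMSO control wells; lower ratio means ABCB6 inhibition with less porphyrin fluorescence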
Glyco luc inh = blocks N-linked glycosylation in D54 reporter cells; D54 ERlucT glycosylation luciferase reporter, 24 h; percent of 100 nM tunicamycin response; reporter increase, % at 12.5 µM; 360,000 tested, 0.23% active; AID 588692;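 active means mean luciferase reporter signal, scaled so untreated is 0 and the glycosylation-blocking control 100, at or above a set limit in every replicate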;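 further: luciferase carries N-glycosylation sites so blocking glycosylation raises the light; 0% = median of neutral control wells and 100% = median of 100 nM tunicamycin wells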
hiPSC survival = hiPSC single-cell survival enhancement | ATPlite luminescence; 100% = ROCK inhibitor wells, 0% = DMSO | survival enhancement, % at 20 µM | 360,000 tested, 0.044% active | AID 602274; in the data active means survival enhancement above about 18%;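 further: cells exposed to compounds for 16 hours before the ATP read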
aDG glyco up = increases alpha dystroglycan glycosylation. Pro5-aDG cells, alpha-DG glycosylation AlphaScreen (IIH6); 0% Pro5, 100% B10-LARGE cell signal. activation, % at 10 µM. 360,000 tested, 0.22% active;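 active means activation of at least 8% versus controls, or a plate z-score of at least 8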;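 further: Pro5 are CHO cells carrying HIG-tagged alpha-DG that lacks glycosylation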
PDI inh = blocks human protein disulfide isomerase activity; P07237; PDI insulin aggregation turbidity, A650, 90 min; inhibition, % at 10 µM; 350,000 tested, 0.052% active;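 active means mean inhibition across replicates of 30% or more, whatever share of single replicates reach that level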;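 further: absorbance from insulin aggregation driven by PDI reduction with DTT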
Target sequence (P07237 whole entry, looked up): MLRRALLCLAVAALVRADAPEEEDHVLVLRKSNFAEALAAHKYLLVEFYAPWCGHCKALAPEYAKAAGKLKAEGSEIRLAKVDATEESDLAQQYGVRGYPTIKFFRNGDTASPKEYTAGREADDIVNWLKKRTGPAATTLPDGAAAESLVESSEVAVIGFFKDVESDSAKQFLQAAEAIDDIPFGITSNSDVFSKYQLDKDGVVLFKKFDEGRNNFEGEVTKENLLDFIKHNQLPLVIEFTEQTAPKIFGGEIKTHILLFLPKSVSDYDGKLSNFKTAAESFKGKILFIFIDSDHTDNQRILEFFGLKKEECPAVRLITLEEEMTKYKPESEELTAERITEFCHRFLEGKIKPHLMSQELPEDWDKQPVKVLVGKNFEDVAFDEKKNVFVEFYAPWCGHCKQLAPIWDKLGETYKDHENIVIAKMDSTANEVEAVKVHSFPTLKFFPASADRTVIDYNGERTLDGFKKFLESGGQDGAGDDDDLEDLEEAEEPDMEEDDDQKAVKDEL
HTR2A ag = activates the mouse 5-HT2A serotonin receptor | P35363 | CHO-K1 mHTR2A beta-arrestin complementation, luminescence; percent of 30 µM serotonin response | activation, % at 7.6 µM | 360,000 tested, 0.66% active | AID 624169;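 active means activation above a run cutoff, the mean activation of all tested compounds plus 3 SD, cut at about 14% in these data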;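 further: 0% = plate median of compound wells and 100% = 30 µM serotonin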
Target sequence (P35363 whole entry, looked up): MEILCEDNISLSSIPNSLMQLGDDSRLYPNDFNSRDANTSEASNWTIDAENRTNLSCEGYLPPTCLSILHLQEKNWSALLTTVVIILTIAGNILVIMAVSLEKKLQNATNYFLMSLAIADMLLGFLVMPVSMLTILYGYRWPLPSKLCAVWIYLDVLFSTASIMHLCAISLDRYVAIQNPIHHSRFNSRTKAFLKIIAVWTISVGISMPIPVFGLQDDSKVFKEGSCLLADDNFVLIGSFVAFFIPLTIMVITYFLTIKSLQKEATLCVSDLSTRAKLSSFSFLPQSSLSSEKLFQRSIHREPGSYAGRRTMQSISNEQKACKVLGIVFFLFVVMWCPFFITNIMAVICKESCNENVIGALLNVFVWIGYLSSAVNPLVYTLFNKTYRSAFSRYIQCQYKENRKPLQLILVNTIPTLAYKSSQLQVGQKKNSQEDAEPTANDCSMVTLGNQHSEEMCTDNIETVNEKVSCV
Granule exo inh = blocks lytic granule exocytosis; inhibition, % at 10 µM; AID 651702; 360,000 tested, 0.66% active; TALL-104 LAMP-1 surface exposure, flow cytometry; cells stimulated with thapsigargin and PMA;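 active means inhibition above about 55%, limit read from the data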
Vif inh = blocks HIV Vif function | HEK293T cells, Vif self-association by quenched fluorescence, imaging, 24 h | inhibition, % at 7.49 µM | 340,000 tested, 0.35% active | AID 602346; in the data active means inhibition above about 50%, passing the limit was not always enough; further: some results filed as inactive read as strong as hits
* marks the source's active call; other numbers are inactive results; · = no result given; + = active, no number. Random draw from the library. Share with any hit: about 3.1%.

SMILES	Cardio protect	CaV13 ICDI inh	ABCB6 inh 2	Glyco luc inh	hiPSC survival	aDG glyco up	PDI inh	HTR2A ag	Granule exo inh	Vif inh
O=C(NCc1ccco1)c1ccc(S(=O)(=O)c2cccc(S(=O)(=O)N3CCOCC3)c2)cc1	-2.2	-5.1	92.0	-2.0	-0.6	0.3	11.8	-3.2	-5.4	-8.3
COc1ccc(C2CC(c3cccs3)=NN2C(=O)CSc2nnnn2C)cc1OC (centres undefined)	4.6	-3.9	94.0	0.1	-1.0	0.2	-10.6	6.2	6.3	28.4
Cc1ccccc1CSc1nnc(-c2ccncc2)n1C	-4.7	-4.2	100.0	7.8	0.3	0.1	-19.5	0.2	-4.2	-5.9
O=C(CN1C(=O)NC2(CCCC2)C1=O)OCCOc1cccc(Br)c1	-2.7	-5.6	100.0	-0.5	1.1	-0.5	-3.0	2.4	12.0	2.6
COC(=S)Nc1cccc(C(F)(F)F)c1	-4.3	-4.5	96.0	0.9	0.7	0.0	-1.1	4.1	-4.2	3.3
CC(C)c1ccc(NC(=O)COc2nnc(-c3cccs3)c(-c3cccs3)n2)cc1	-2.9	-4.1	97.0	-1.6	-2.4	-0.1	-0.7	2.6	0.1	·
CN(C)CCNC(=O)Cn1ccc2cc(S(=O)(=O)N3CCCCC3)ccc21	3.1	-2.4	98.0	0.5	-0.6	-0.3	9.3	-1.5	-0.4	-1.3
CCCC(=O)N(CCN1CCOCC1)c1nc2c(C)ccc(C)c2s1	1.7	-2.4	98.0	3.6	-0.4	0.0	19.9	-1.1	2.9	1.0
COc1ccc(Br)cc1C(=O)Nc1ccccc1N1CCN(C(=O)c2ccccc2)CC1	-1.1	-5.5	84.0	-0.1	-0.1	-0.1	-4.9	-0.8	6.5	-13.9
COc1cc(/C=C(/NC(=O)c2ccc(Cl)cc2Cl)C(=O)O)cc(OC)c1OC	-1.4	-2.5	99.0	-0.7	0.1	-0.3	-1.7	-0.8	0.8	5.6
Nc1nnc(SCC(=O)NNC(=O)c2ccccc2)s1	-1.5	-4.0	95.0	1.2	1.0	0.2	-4.2	-7.3	10.5	·
Cc1ccc(/C=N/NC(=O)c2nnn(-c3nonc3N)c2CSc2ccc(Cl)cc2)o1	-1.7	-3.0	97.0	-3.1	-0.1	0.7	5.1	-1.8	6.7	4.8
CCNC(=S)N(CCN(CC)CC)Cc1cc2cc3c(cc2[nH]c1=O)OCO3	1.7	1.1	91.0	-0.5	0.4	0.1	-1.3	0.8	-1.8	-3.6
CSc1c(CN2CCN(C)CC2)c2ccccc2n1C	5.8	-15.5	96.0	-1.7	0.5	0.0	3.3	-1.8	4.3	4.3
Cc1nn(C)cc1CNC(=O)CCC(=O)O	0.1	·	104.0	-9.3	5.0	-0.2	-1.5	7.3	-3.0	-3.3
CCn1cc(/C=C(\NC(=O)c2ccccc2OC)C(=O)NCCN2CCOCC2)c2ccccc21	19.9	-9.8	98.0	4.1	0.8	-0.2	-2.7	1.7	-1.2	·
NC(=O)c1ccc(NC(=O)COC(=O)CCSc2ccccc2)cc1	-2.6	-4.0	97.0	1.3	-0.5	-0.1	-2.4	-0.9	-6.1	0.7
CN(Cc1cccnc1)C(=O)CC1C(=O)NCCN1CC(c1ccccc1)c1ccccc1 (centres undefined)	3.9	2.7	103.0	0.8	-1.1	-0.1	-3.6	-0.6	0.7	2.4
COc1ccccc1N1CCN(C(=O)c2cc(-c3ccccc3)on2)CC1	-2.1	-2.2	97.0	0.2	3.3	0.1	1.7	4.7	2.5	-0.3
NNC(=O)Cn1c(-c2ccccn2)nc2ccccc21	-2.0	-19.0	103.0	2.1	0.1	0.0	8.4	-1.7	-3.1	-10.6
COc1ccc2[nH]cc(CCCN3C(=O)c4ccccc4C3=O)c2c1	7.8	-3.3	96.0	-6.7	3.9	-0.4	-6.8	2.2	-2.4	-6.8
Cc1ccc(NC(=O)CN(C)C(=O)c2cccc(S(=O)(=O)NCc3ccccc3)c2)cc1	-2.5	-6.2	92.0	-3.1	-0.4	0.0	4.2	-15.5	-4.7	-11.1
CC(NS(=O)(=O)c1cc(C(F)(F)F)ccc1Cl)C(=O)N(C)C1CCN(C)CC1 (centres undefined)	4.1	-13.3	94.0	0.3	-0.3	0.0	-12.9	-4.5	-2.2	-0.9
Cc1cc(Cl)cc2c1NC(=O)[C@]21[C@@H]2C(=O)N(Cc3ccccc3)C(=O)[C@@H]2[C@@H]2CCCN21	11.1	-3.8	91.0	-1.6	-0.1	-0.2	10.3	2.9	-1.5	-7.5
CCN(CC)C(=O)[C@H]1C[C@H](CC(=O)NCc2cccc(C(F)(F)F)c2)C(=O)N2CCc3c([nH]c4cc(CCC(=O)N(C)C)ccc34)[C@]12C	-0.3	-2.9	98.0	-0.2	3.6	0.0	-1.4	-0.5	-0.6	·
COc1ccc(CCN2CC(C(=O)NCCc3ccccc3C(F)(F)F)CCC2=O)cc1 (centres undefined)	0.6	-6.3	97.0	-2.2	-0.1	-0.1	6.2	0.2	1.7	-3.6
Cc1ccc(S(=O)(=O)N(C)c2ccc(NS(C)(=O)=O)cc2)cc1	13.0	-4.5	99.0	-0.4	0.6	-0.7	5.6	0.3	-1.8	6.8
COc1cccc(-c2noc(C3CCCN(C(=O)Cc4ccccc4)C3)n2)c1 (centres undefined)	0.6	-6.0	97.0	-0.7	-1.6	0.0	-1.9	-0.7	5.9	-9.2
Cn1nnnc1NC(=O)c1ccccc1Cl	5.0	-2.4	98.0	3.3	-0.1	-0.1	-20.4	2.0	-5.4	4.8
C=CC[C@@H](Cc1ccc(F)cc1)C(=O)OC[C@@H]1CCCN1C(=O)[C@@H](CC=C)CC(=O)N[C@@H](CO)Cc1ccccc1	-7.1	-3.9	100.0	-1.9	2.7	0.0	1.2	-1.5	-3.1	4.5
Cc1c(NC(=O)CSc2nnnn2-c2ccc(F)cc2)c(=O)n(-c2ccccc2)n1C	-0.1	5.8	100.0	0.2	0.2	0.0	3.5	4.5	-2.9	3.6
CC(O)C(C(=O)OCc1ccc([N+](=O)[O-])cc1)N1C(=O)c2ccccc2C1=O (centres undefined)	-4.6	-1.8	98.0	2.3	8.2	0.1	-3.4	-1.8	-1.4	·
COc1ccccc1NC(=O)c1cnc2n(c1=O)CCS2	6.8	-4.4	87.0	5.1	1.0	-0.1	-6.4	0.4	-1.4	-14.1
CC(=O)c1ccc(NC(=O)/C(Cl)=C/c2ccccc2)cc1	-8.9	-5.6	98.0	-17.9	7.6	0.3	-0.1	-2.7	0.2	3.0
C=C(C)C(=O)O[C@H]1C/C(C)=C\C(=O)/C=C(\C)[C@H](O)[C@@H]2OC(=O)C(=C)[C@@H]21	-11.3	-4.9	105.0	-19.2	-3.6	-0.4	-4.4	9.9	2.3	136.2*
CC(C)C(=O)NNC(=O)CSc1nnnn1C(C)C	-0.1	-9.1	98.0	0.4	-0.2	-0.1	-5.3	2.5	-6.8	-2.2
Cc1ccnc(NC(=O)CC(NC(=O)c2ccccc2Cl)c2ccccc2)c1 (centres undefined)	2.3	-4.1	95.0	-7.4	-0.1	0.4	-0.6	0.5	9.7	-0.7
COc1ccc(C)cc1NC(=O)CN1C(=O)COc2ccc(S(=O)(=O)N3CCCCC3)cc21	2.6	-3.9	112.0	-3.6	-0.6	-0.1	9.0	-2.5	-0.7	-1.1
CCOC(=O)[C@]12CCC=C1N(Cc1ccc3c(c1)OCO3)C(=O)[C@H](CC(=O)N1CCC(c3ccccc3)CC1)C2	·	-7.5	91.0	·	-0.5	-0.2	·	-2.1	-6.6	·
CC(=O)c1c(C)n(-c2ccc(Cl)cc2)c2ccc(O)cc12	11.8	-4.9	97.0	-3.9	0.3	0.1	-5.8	3.8	-14.5	-12.7
CC(=O)NCCc1nc2cc(NC(=O)c3ccccc3)ccc2n1C	-2.5	-3.0	98.0	-1.5	-0.2	-0.1	-0.7	1.0	1.3	5.6
CCc1ccc(S(=O)(=O)Nc2nccs2)cc1	-0.1	-4.9	87.0	0.9	0.1	-0.1	11.2	4.7	0.3	-1.0
CCN(C[C@H]1N[C@@](Cc2ccccc2)(C(=O)OC)[C@H]2C(=O)N(Cc3ccccc3)C(=O)[C@@H]12)C(=O)C1CCCCC1	8.2	-5.2	102.0	-4.6	-0.4	0.0	-9.6	3.4	4.5	10.0
Cc1ccc(OCCCC(=O)Nc2ccc(N3CCOCC3)cc2)c(C)c1	-14.6	-6.9	98.0	1.8	1.6	-0.2	10.8	5.9	-3.9	5.0
O=C(O)CSC(C(=O)Nc1ccc(Br)cc1)c1ccccc1 (centres undefined)	4.6	-6.7	99.0	0.1	2.9	0.7	-16.3	7.2	3.5	1.0
CCN(CC)CCNc1nc2nonc2nc1NCCN(CC)CC	-3.1	-2.3	94.0	-2.1	0.3	-0.1	2.7	0.7	2.7	21.3
CCSc1nc2sc3c(c2c(=O)n1-c1ccc(OC)cc1)CCN(C)C3	-2.3	-4.6	99.0	0.0	0.6	0.1	4.9	-1.6	0.7	1.2
CCOc1ccc(/C=N\NC(=O)c2c(C)nc3cc(C)ccn23)cc1	5.2	-5.1	101.0	2.1	-0.1	0.0	4.0	-3.1	3.4	0.2
SC(COCc1ccccc1)CN1CCN(Cc2ccc3c(c2)OCO3)CC1 (centres undefined)	1.2	·	87.0	-4.7	0.7	0.7	28.7	0.5	13.1	-2.4
Cc1cc(C)n(-c2ccc(C(=O)C(C#N)c3nc4ccccc4n3C)cc2)n1 (centres undefined)	25.5	-10.4	91.0	-2.5	-0.5	-0.2	-5.0	-0.6	-2.9	·
Later entries:
SMILES	Cardio protect	CaV13 ICDI inh	ABCB6 inh 2	Glyco luc inh	hiPSC survival	aDG glyco up	PDI inh	HTR2A ag	Granule exo inh	Vif inh
CC(=O)N=c1c(C#N)cc2c(=O)n3ccccc3nc2n1CCCOC(C)C	4.3	+	93.0	1.2	-0.6	0.1	-1.5	1.8	-2.4	-10.3
COC(=O)c1[nH]c2cc(OC)ccc2c1NC(=O)CCN1CCN(c2cccc(C)c2C)CC1	7.5	-0.2	93.0	-3.0	-1.1	0.8	-16.5	-7.0	4.6	-4.4
NC(=O)COC(=O)CC1CC2CCC1C2 (centres undefined)	0.9	-2.3	99.0	1.0	0.2	-0.3	3.2	9.2	-0.7	7.3
Cc1cc(C)n(-c2cc(N3CCOCC3)ncn2)n1	4.0	-5.5	101.0	1.4	1.9	-0.1	-7.4	0.3	-2.6	15.9
Cc1ccc(S(=O)(=O)N2CCCC2C(=O)NCc2ccco2)cc1 (centres undefined)	1.6	-5.7	100.0	-0.2	-0.6	0.0	-4.3	-1.0	3.9	-3.4
CCc1ccccc1N1CC(C(=O)Nc2cc(C)on2)CC1=O (centres undefined)	3.1	-4.8	96.0	2.9	0.1	0.0	14.4	1.2	2.4	11.8

2 compounds from above, reduced to HTR2A ag and Vif inh:
structure	HTR2A ag	Vif inh
Cc1cc(C)n(-c2cc(N3CCOCC3)ncn2)n1	0.3	15.9
COC(=O)c1[nH]c2cc(OC)ccc2c1NC(=O)CCN1CCN(c2cccc(C)c2C)CC1	-7.0	-4.4
